# Apoferritin bind: qHTS Assay for Identification of Novel General Anesthetics. Ferritin light chain (Equus caballus), P02791. apoferritin/1-aminoanthracene competitive binding, fluorescence. Potency, µM (top dose mostly 77.5 µM), without a hit: top-dose activity change, negative = displacement, most hits filed as inhibitors. actives 0.074% (n = 350,000). AID 485281, 2010; also: potency is read from the fitted curve at half-maximal effect; % is scaled to controls: 0 for no effect and ±100 for the full control effect; nearly all actives have a fitted effect of over 20% in size
#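 Probe: 1-aminoanthracene (50% saturated, PBS). Protein: horse-spleen apoferritin, 10 uM. Incubation: 10 min, room temperature. Detection: 380 nm excitation, 535 nm emission. Analysis: normalized response, four-parameter Hill.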
# BLM inh: qHTS Assay for Inhibitors of Bloom's syndrome helicase (BLM). RecQ-like DNA helicase BLM (Homo sapiens), P54132. Potency, µM (highest dose often 56.1 µM), for inactives: top-dose activity change, negative = inhibition, usual class: inhibitors. actives 0.2% (n = 350,000). recombinant BLM DNA unwinding, fluorescence dequenching;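 also: potency is read from the fitted curve at half-maximal effect; plate controls were vehicle for no effect and no enzyme for full effect; nearly all actives have a fitted effect of over 35% in size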
# APE1 inh: qHTS Assay for Inhibitors of the Human Apurinic/apyrimidinic Endonuclease 1 (APE1) | actives 0.35% (n = 350,000) | recombinant APE1, TAMRA/BHQ-2 abasic DNA cleavage fluorescence | DNA repair nuclease/redox regulator APEX1 (Homo sapiens), P27695 | AID 2517, 2012 | Potency, µM (series often up to 65.8 µM), for inactives: top-dose activity change, negative = inhibition, most hits filed as inhibitors;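 also: potency is read from the fitted curve at half-maximal effect; plate controls were vehicle for no effect and reference inhibitor for full effect; nearly all actives have a fitted effect of over 55% in size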
# Target sequence (P27695 whole entry, looked up): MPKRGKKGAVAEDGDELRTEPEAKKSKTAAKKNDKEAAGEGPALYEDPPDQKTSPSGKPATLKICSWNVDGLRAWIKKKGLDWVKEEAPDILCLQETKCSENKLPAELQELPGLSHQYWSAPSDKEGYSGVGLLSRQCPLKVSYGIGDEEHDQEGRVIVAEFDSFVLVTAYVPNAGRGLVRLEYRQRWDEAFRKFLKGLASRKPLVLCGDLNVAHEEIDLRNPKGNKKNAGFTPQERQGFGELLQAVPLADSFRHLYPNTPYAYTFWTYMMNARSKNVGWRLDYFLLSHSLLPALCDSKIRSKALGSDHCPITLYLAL
#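 Kinetic fluorescence read (525 ex/598 em nm, three reads 60 s apart) of AP-site incision; signal = third minus first read. Enzyme 0.75 nM, dual-labelled THF duplex 50 nM, compound preincubation 15 min RT.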
# Pol kappa inh: qHTS for Inhibitors of Polymerase Kappa. DNA polymerase kappa (Homo sapiens), Q9UBT6. purified Pol kappa, fluorescent DNA synthesis assay, 10 min. Potency, µM (highest dose often 107 µM), without a hit: top-dose activity, negative = inhibition, actives largely listed as inhibitors. actives 0.53% (n = 400,000). AID 588579, 2011; also: potency is read from the fitted curve at half-maximal effect; % is scaled to controls: 0 for no effect and ±100 for the full control effect
#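 Here, compound and 10 nM enzyme are combined for 15 min at room temperature; adding 50 nM substrate (final) starts DNA synthesis, tracked by fluorescence at 0 and 10 min against buffer-only wells.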
# Pol beta inh: qHTS Assay for Inhibitors of DNA Polymerase Beta; P06746; Pol beta primer extension/strand displacement, fluorescence kinetic; Potency, µM (titrated, usually from 114 µM), for inactives: at the top dose activity change, negative = inhibition, most hits filed as inhibitors; actives 1.3% (n = 340,000); also: potency is read from the fitted curve at half-maximal effect; % is scaled to controls: 0 for no effect and ±100 for the full control effect
#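 10 nM enzyme + cpd, 15 min RT; start with substrate 50 nM final; read 0 min and after 10 min RT. Corrected, normalized data; 4-parameter Hill curve fit.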
# POLH inh: qHTS for Inhibitors of Polymerase Eta; DNA polymerase eta (Homo sapiens), Q9Y253; Potency, µM (series often up to 114 µM), for inactives: at the highest dose activity change, negative = inhibition, usual class: inhibitors; recombinant Pol eta, fluorescent DNA replication assay; AID 588591, 2011; actives 1.2% (n = 390,000); also: potency is read from the fitted curve at half-maximal effect; % is scaled to controls: 0 for no effect and ±100 for the full control effect
# Target sequence (Q9Y253 whole entry, looked up): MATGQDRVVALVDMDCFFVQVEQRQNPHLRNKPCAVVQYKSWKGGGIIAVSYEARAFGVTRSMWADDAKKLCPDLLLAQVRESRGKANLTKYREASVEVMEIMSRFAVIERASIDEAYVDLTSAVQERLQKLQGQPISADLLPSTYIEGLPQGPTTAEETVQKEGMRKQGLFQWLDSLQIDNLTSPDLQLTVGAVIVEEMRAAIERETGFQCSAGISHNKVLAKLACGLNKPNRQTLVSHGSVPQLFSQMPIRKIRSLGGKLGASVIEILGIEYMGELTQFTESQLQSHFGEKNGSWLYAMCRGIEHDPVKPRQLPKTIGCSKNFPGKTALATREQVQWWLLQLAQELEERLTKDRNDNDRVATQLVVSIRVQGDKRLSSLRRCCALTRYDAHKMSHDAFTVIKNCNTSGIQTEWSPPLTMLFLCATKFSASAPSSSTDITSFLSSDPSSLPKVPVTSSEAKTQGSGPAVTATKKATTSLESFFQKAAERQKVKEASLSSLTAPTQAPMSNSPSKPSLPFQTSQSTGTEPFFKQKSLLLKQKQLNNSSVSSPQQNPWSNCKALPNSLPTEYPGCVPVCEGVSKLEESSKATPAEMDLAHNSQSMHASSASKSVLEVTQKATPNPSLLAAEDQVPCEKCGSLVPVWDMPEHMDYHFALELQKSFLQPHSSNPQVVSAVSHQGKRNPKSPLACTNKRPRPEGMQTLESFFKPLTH
#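 Fluorescent replication assay: 50 nM final substrate added after a 15 min room-temperature compound preincubation with 10 nM enzyme. Signal taken at 0 min and again at 10 min.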
# LDHA block: qHTS assay for inhibitors of human lactate dehydrogenase; L-lactate dehydrogenase A chain (Homo sapiens), P00338; purified LDHA, NADH/diaphorase-resazurin fluorescence; active compounds read low; activity change, % (values are at about 110 or 230 µM); actives 0.15% (n = 480,000); AID 1347041, 2019; in the data active = activity change below about -30%; inconclusive = mostly about -25% to -30%;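 also: plate controls were DMSO wells for no effect and wells without enzyme for full effect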
#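 Human LDH5 (2 nM) was incubated with 0.06 mM NADH and 0.2 mM pyruvate for 5 min at room temperature in Tris pH 7.4. Remaining NADH was coupled through diaphorase/resazurin, and resorufin fluorescence was read at 0 and 20 min.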
# GRP78 ERSR act: qHTS for Inducers of the Endoplasmic Reticulum Stress Response (ERSR) in Human Glioma: qHTS. AID 602332, 2012. Potency, µM, for inactives: at the top dose activation, most hits filed as activators. U87-MG GRP78 promoter luciferase reporter, 16 h. actives 0.02% (n = 420,000); also: potency is read from the fitted curve at half-maximal effect; series mostly up to about 76 µM; % of control where 0% means no effect; nearly all actives have a fitted effect of over 35% in size
#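 Stably transfected U87-MG glioma cells carrying a GRP78-based luciferase sensor; 16 h compound incubation. Luminescence end-point read 10 min after Bright-Glo addition at room temperature.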
# POLI inh: qHTS for Inhibitors of Polymerase Iota. Potency, µM (highest dose often 115 µM), without a hit: at the highest dose activity, negative = inhibition, usual class: inhibitors. DNA polymerase iota (Homo sapiens), Q9UNA4. AID 588590, 2011. Pol iota fluorescent replication assay, 10 min. actives 1% (n = 390,000); also: potency is read from the fitted curve at half-maximal effect
#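 Fluorescent replication assay read twice, at 0 min and 10 min after adding 50 nM (final) substrate. Enzyme (10 nM) and compounds were first incubated 15 min at room temperature; enzyme-free buffer wells were negative controls.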
# An asterisk follows results filed as active; u = inconclusive; x = no result given; & = joins results of further samples; [ ] = remark or other dose. Unless noted, calls follow the shape of the dose curve; as a rule, active = well fitted curve in the direction sought with a large enough effect; inconclusive = small, poorly fitted or top-dose-only effect, or another doubt; inactive = no such curve, though single readings can be large; an effect the other way counts as inactive or inconclusive. These rows are one share of the data; count on the stated rates, not on these rows.
# Sequence of screens – Apoferritin bind	BLM inh	APE1 inh	Pol kappa inh	Pol beta inh	POLH inh	LDHA block	GRP78 ERSR act	POLI inh
- NS(=O)(=O)c1ccc(NC(=O)COC(=O)c2cn(-c3ccccc3)nc2-c2ccccc2)cc1
  3%	-3%	6%	-20%	12%	6%	-3	3%	38%[activator]
- COc1ccc(C2Oc3cc(OC)cc(OC)c3CC2O)cc1 (stereo unspecified)
  -4%	3%	11%	-6%[60.1 µM]	x	x	x	-4%	x
- COc1cccc(NC(=O)Cn2c(=O)n(Cc3ccc4c(c3)OCO4)c(=O)c3oc4ccccc4c32)c1
  -14%	0%	x	1%	1%	9%	-2	-2%	18%
- COc1cc2c(cc1OC)C(c1cc(Br)ccc1O)N(C(C)=O)CC2 (stereo unspecified)
  x	x	x	-12%	x	-9%	-5	-4%	3%[58.9 µM]
- CCN(c1cccc(C)c1)S(=O)(=O)c1ccc(-c2cc(C)no2)s1
  u	-9%	-3%	3%	7%	-23%	1	-5%	12%
- CC1(C)OC2C[C@](O)(C(N)=O)C[C@H](O)[C@H]2O1 (stereo partly specified)
  4%	-8%	1%	-4%[60.1 µM]	x	x	x	-5%	x
- COc1ccccc1NC(=O)c1sc2nc(N3CCOCC3)c3c(c2c1N)CCCC3
  -23%	-6%	-28%	-1%	4%	-9%	-9	-3%	20%
- COc1cc(CNCc2ccccc2)cc(Cl)c1OC
  -4%	-2%	-3%	-6%	-15%	-4%	-13	-1%	-13%
- O=C(c1ccc(COc2ccc3c(c2)CCC3)o1)N1CCN(c2ccccc2)CC1
  x	x	x	-12%	x	-6%	-2	-1%	-9%
- CCCCn1c(N)c(N(CC(C)C)C(=O)c2cccc(S(=O)(=O)N(CC)c3ccccc3)c2)c(=O)[nH]c1=O
  x	x	x	-23%	x	-8%	-5	-3%	13%

# Full records, quoted from the list. Order of screens: Apoferritin bind, BLM inh, APE1 inh, Pol kappa inh, Pol beta inh, POLH inh, LDHA block, GRP78 ERSR act, POLI inh
# COc1ccccc1NC(=O)c1sc2nc(N3CCOCC3)c3c(c2c1N)CCCC3 as listed: -23%, -6%, -28%, -1%, 4%, -9%, -9, -3%, 20%
# COc1cccc(NC(=O)Cn2c(=O)n(Cc3ccc4c(c3)OCO4)c(=O)c3oc4ccccc4c32)c1 as listed: -14%, 0%, x, 1%, 1%, 9%, -2, -2%, 18%
# CC1(C)OC2C[C@](O)(C(N)=O)C[C@H](O)[C@H]2O1 (stereo partly specified) as listed: 4%, -8%, 1%, -4%[60.1 µM], x, x, x, -5%, x
# COc1cc2c(cc1OC)C(c1cc(Br)ccc1O)N(C(C)=O)CC2 (stereo unspecified) as listed: x, x, x, -12%, x, -9%, -5, -4%, 3%[58.9 µM]
# O=C(c1ccc(COc2ccc3c(c2)CCC3)o1)N1CCN(c2ccccc2)CC1 as listed: x, x, x, -12%, x, -6%, -2, -1%, -9%

# (more compounds)
# Sequence of screens – Apoferritin bind	BLM inh	APE1 inh	Pol kappa inh	Pol beta inh	POLH inh	LDHA block	GRP78 ERSR act	POLI inh
- CN(C)CCCOc1c2ccccc2n(Cc2ccccc2)[n+]1[O-]
  5%	4%	-1%	29%[60.1 µM]	x	x	x	-4%	x
- COc1ccc(NC(=O)c2ccccc2Oc2ccccc2)c(OC)c1
  -13%	-5%	5%	-18%	-9%	-3%	-3	-5%	7%
- CC(=O)NC(CC(=O)N1CCN(C(C)=O)CC1)c1ccccc1 (stereo unspecified)
  1%	1%	6%	-1%	9%	8%	-6	-3%	-11%
- CN(CC(=O)NCc1ccccn1)S(=O)(=O)c1ccc2ccccc2c1
  -5%	-2%	-1%	3%	18%	-8%	3	2%	-9%
- CC(C)Nc1cc(C(C)(C)C)nc2c(-c3ccccc3)cnn12
  -6%	-10%	5%	-17%	-8%	-21%	0	2%	-10%[58.9 µM]
- CCCCOc1ccc(C2=NC(c3ccccc3)=Nc3ccc(OC)cc3N2)cc1
  -4%	-2%	x	-5%	-1%	x	-5	x	-3%
- Cc1noc(C)c1C(=O)OCC(=O)N(C)C1CCS(=O)(=O)C1 (stereo unspecified)
  3%	-4%	-2%	-1%	-5%	-16%	-11	-2%	102%[activator]
- NCCc1c(-c2ccccc2)n(-c2ccccc2)c2ccccc12
  -19%	-7%	-2%	-5%	-11%	-8%	-5	-9%	19%
- COc1ccccc1C(=O)Nc1ccnn1C1CCN(Cc2cnn(C)c2C)CC1
  -5%	0%	14%	-2%	17%	-28%	-5	-3%	17%
- Cc1ccc(C2=C/C(=C/c3cccs3)C(=O)O2)cc1
  3%	3%	5%	-9%	23%	1%	-7	0%	23%

# Next section
# Sequence of screens – Apoferritin bind	BLM inh	APE1 inh	Pol kappa inh	Pol beta inh	POLH inh	LDHA block	GRP78 ERSR act	POLI inh
- Cc1ccc(/C=C/c2onc(C)c2S(=O)(=O)N2CCC(C(=O)Nc3ccccc3C(F)(F)F)CC2)cc1
  -8%	-2%	x	-4%[60.1 µM]	7%	-10%	-2	-4%	8%
- Cn1cnnc1SCC(=O)Nc1cc(S(=O)(=O)N2CCCCCC2)ccc1Cl
  -13%	0%	-1%	-1%	30%	-18%	-5	-5%	-4%
- O=[N+]([O-])c1cccc(-c2n[nH]c(=S)n2Cc2ccccc2)c1
  -11%	4%	-7%	-17%	40%	-11%	-2	-2%	6%
- COCCN(C(=O)COC(=O)Cc1cccc(OC)c1)c1c(N)n(Cc2ccccc2)c(=O)[nH]c1=O
  x	x	2%	-15%	x	-14%	1	0%	-6%
- CC(=O)c1ccc(N=C2NC(=O)C(CO)(CO)S2)cc1
  7%	4%	13%	0%	33%	-3%	-4	0%	-10%
- CC(=O)Oc1ccc(C(=O)O)cc1OC(C)=O
  -9%	-1%	-5%	4%	7%	-11%	10	-3%	-11%
- COc1ccc(NC(=O)NCCCN2CCN(c3ccccc3F)CC2)cc1
  -1%	1%	-2%	6%	3%	-17%	-2	-1%	29%
- CCOc1ccc(C(=O)OCC(=O)NC(C)C)cc1
  -9%	-2%	-3%	0%	2%	-12%	-7	-3%	36%[activator]
- Cc1nc(-c2ccccc2Cl)sc1C(=O)/C=C/N(C)C
  u	-4%	-1%	-2%	0%	-18%	-4	7%	4%
- Clc1ccc(C2CC(c3ccccc3)Nc3ncnn32)cc1 (stereo unspecified)
  -3%	-3%	2%	11%	-3%	-9%	3	0%	10%

# (cont.)
# Sequence of screens – Apoferritin bind	BLM inh	APE1 inh	Pol kappa inh	Pol beta inh	POLH inh	LDHA block	GRP78 ERSR act	POLI inh
- O=c1[nH]c(=O)c2cc3ccccc3nc2[nH]1
  x	x	x	-4%	x	-15%	-10	-3%	6%
- CC(=O)c1cccc(NC(=O)c2ccncc2)c1
  -6%	-2%	14%	-12%	8%	-7%	6	-3%	18%
- CCCCCCCCCCCCCCCC(=O)NCCO
  x	1%&3%&-2%&-3%	3%&1%&3%&1%&0%&0%	-7%[60.1 µM]	6%[57.1 µM]	-17%	-5	-1%&-2%&-2%&-3%&-3%	6%
- Cc1cc(/C=N/NC(N)=S)c(C)n1-c1ccc(Br)cc1
  -4%	-11%	u	-12%	0%	-19%	-1	-2%	93%[activator]
- CCOc1ccc(NC(=O)CN(C)C(=O)c2cc([N+](=O)[O-])ccc2Sc2ccccc2)cc1OCC
  x	x	x	-10%	x	-11%	-4	-4%	11%
- Brc1ccc(C2=CC(c3ccco3)n3nnnc3N2)cc1 (stereo unspecified)
  -12%	-1%	u	-11%	14%	-23%	-7	-1%	0%[58.9 µM]
- CC(C)CN(C(=O)COC(=O)CCC(=O)c1ccc(F)cc1)c1c(N)n(Cc2ccccc2)c(=O)[nH]c1=O
  x	x	10%	-23%	x	-19%	-3	-2%	38%[activator]
- CCOC(=O)c1cc(C)[nH]c(=S)c1C#N
  -9%	-1%	0%	-12%	20%	-3%	0	-4%	-4%
- COc1cc(C(=O)Nc2ccc3c(c2)C(=O)c2ccccc2C3=O)cc(OC)c1OC
  -11%	-23%	0%	-9%	u	u	-3	-2%	24%
- Cc1cc2ccccc2n2c(SCC(=O)Nc3ccc(S(=O)(=O)N4CCCCC4)cc3)nnc12
  -19%	2%	-3%	-8%	38%	-10%	-12	-1%	13%

# (listing goes on)
canonical_smiles	Apoferritin bind	BLM inh	APE1 inh	Pol kappa inh	Pol beta inh	POLH inh	LDHA block	GRP78 ERSR act	POLI inh
COC(=O)Cc1ccc(OCC(=O)Nc2ccc(OC(F)(F)F)cc2)cc1	3%	-6%	4%	-18%	0%	-14%	-5	-3%	10%
c1ccc2c(c1)Cc1cc3ccccc3nc1-2	-5%&-13%	-4%&7%	u	-13%	-9%	-10%	4	2%	u
CSc1nc2nc(-c3cccc(C(F)(F)F)c3)ccn2n1	-7%	0%	-1%	-9%	12%	-15%	-2	-1%	86%[activator]
CN(C)c1ccc(NC(=O)Cn2nnc3sc4c(c3c2=O)CCC(C(C)(C)C)C4)cc1 (stereo unspecified)	u	-5%	x	0%	27%	x	4	x	25%
COc1ccc(NC(=O)c2c(NCc3ccc(C)o3)sc3c2CCC(C)C3)c(OC)c1 (stereo unspecified)	-8%	-10%	x	-10%[60.1 µM]	1%	-3%	2	-3%	-15%
CC(C)CNS(=O)(=O)c1ccc(N2CCCCS2(=O)=O)cc1	10%	-3%	x	-3%[60.1 µM]	35%	4%	0	0%	-5%

# Screening data as filed in PubChem BioAssay.
